Screens (PubChem BioAssay)
Giardia kill = kills Giardia lamblia. Giardia lamblia trophozoite viability. activity change, % at 7.66 µM, hits read low. hit rate 0.15% among 340,000. AID 540267; in the data active means activity change below about -80%; inconclusive means between about -30% and that limit;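 further: parasites exposed to compound for two days anaerobically before the ATP read; on the % scale 0 is the no-effect control and ±100 the full control effect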
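Giardia trophozoites, 100 cells per well, were exposed to compounds for 48 hrs at 37 deg C under anaerobic conditions; viability was then read as ATP content by bioluminescence after 15-30 min at room temperature.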
Gal4-VP16 FLuc = Gal4-VP16 reporter inhibition counter-screen. hit rate 3.5% among 310,000. AID 2546. Drosophila S2 Gal4-VP16 UAS-luciferase, luminescence, 20 h. Potency, µM (series often up to 53.6 µM), for inactives: at the top dose activity, negative = inhibition, hits mostly inhibitors;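 further: Gal4-VP16 expression switched on by copper sulfate through the metallothionein promoter; potency means the concentration at half of the fitted maximal effect; on the % scale 0 is the no-effect control and ±100 the full control effect; nearly all actives have a fitted effect of over 50% in size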
ELG1 genotoxic = inducers of genotoxicity in HEK293T ELG1-luciferase cells; HEK293T ELG1-luciferase reporter, luminescence, 16 h; Potency, µM (top dose mostly 46 µM), without a hit: top-dose activity change, positive = activation, actives largely listed as activators; hit rate 1.3% among 330,000; AID 504466; further: potency means the concentration at half of the fitted maximal effect; % of control where 0% means no effect; nearly all actives have a fitted effect of over 60% in size
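Reporter readout depends on ELG1 protein level, which increases with genetic stress. After 16 hr compound exposure at 37 °C, luciferase activity was quantified using ONE-Glo.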
FBPA coupling cs = coupling enzyme interference in Giardia aldolase counter-screen. coupling enzyme system counterscreen, AmpLite Red fluorescence. activity change, negative = inhibition, % at 58.2 µM, hits read low. hit rate 0.67% among 290,000. AID 2472; in the data active means activity change below about -30%; further: on the % scale 0 is the no-effect control and ±100 the full control effect
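Compounds tested against the coupling enzymes alone at 57.5 uM final; readout was AmpLite Red fluorescence (525/598 nm) after 20 min at RT.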
FLuc counter = inhibits or activates purified firefly luciferase, miR-21 counter-screen; P08659; purified FLuc, Km substrates, luminescence inhibition; Potency, µM (doses to about 57.5 µM), for inactives: at the highest dose activity change, negative = inhibition, actives largely listed as inhibitors; hit rate 6.9% among 360,000; AID 588342;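 further: potency means the concentration at half of the fitted maximal effect; plate controls were vehicle for no effect and reference inhibitor for full effect; nearly all actives have a fitted effect of over 55% in size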
Target sequence (P08659 whole entry, looked up): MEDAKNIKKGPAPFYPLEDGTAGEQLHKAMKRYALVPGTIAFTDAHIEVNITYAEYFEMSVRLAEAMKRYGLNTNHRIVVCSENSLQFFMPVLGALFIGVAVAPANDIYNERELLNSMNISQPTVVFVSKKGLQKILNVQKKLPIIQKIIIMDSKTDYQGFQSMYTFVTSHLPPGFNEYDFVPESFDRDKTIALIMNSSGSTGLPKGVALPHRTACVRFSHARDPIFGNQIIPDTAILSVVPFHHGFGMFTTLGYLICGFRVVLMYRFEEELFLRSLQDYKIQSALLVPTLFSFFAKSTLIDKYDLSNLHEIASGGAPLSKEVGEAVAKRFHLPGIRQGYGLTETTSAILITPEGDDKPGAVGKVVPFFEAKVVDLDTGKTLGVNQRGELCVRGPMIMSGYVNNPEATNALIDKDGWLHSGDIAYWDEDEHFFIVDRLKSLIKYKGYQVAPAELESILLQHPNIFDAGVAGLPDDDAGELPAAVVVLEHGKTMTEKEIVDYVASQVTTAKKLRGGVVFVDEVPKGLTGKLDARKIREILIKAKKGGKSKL
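Biochemical qHTS of compounds, final roughly 60 µM downward over six points, against 10 nM purified firefly luciferase using Km concentrations of substrates (10 uM D-luciferin, 10 uM ATP) in Tris acetate pH 7.5 buffer; luminescence output.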
NPC1 prom act = NPC1 promoter activation; hit rate 2.4% among 320,000; Huh7 NPC1 promoter luciferase reporter, 24 h; Potency, µM (series often up to 9.22 µM), without a hit: top-dose activation, usual class: activators;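 further: potency means the concentration at half of the fitted maximal effect; % of control where 0% means no effect; nearly all actives have a fitted effect of over 60% in size; reporter is driven by a mutant NPC1 promoter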
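Quantitative HTS used a cell-based reporter: Huh7 cells stably bearing the NPC1 promoter upstream of luciferase were treated with compounds for 24 h, and promoter activation was read as luminescence.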
Rab9 promoter act = Rab9 promoter activation; Huh7 Rab9 promoter-luciferase reporter, luminescence, 24 h; Potency, µM (titrated, usually from 9.22 µM), for the others: at the highest dose activation, negative = inhibition, most hits filed as activators; hit rate 2.8% among 320,000; further: potency means the concentration at half of the fitted maximal effect; % of control where 0% means no effect; nearly all actives have a fitted effect of over 60% in size
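Cell-based reporter: Huh7 stable for Rab9 promoter-driven luciferase, plated in reduced-serum medium with 10% FBS at 1500 cells/well, compound-treated 24 h at 37 °C, luminescence read after 10 min reagent.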
KCNH2 3.1 block = inhibitors of human KCNH2 3.1 potassium channel isoform; U2OS KCNH2 3.1, thallium flux FluxOr; active compounds read low; activity change, % (tested at about 1.8 µM); hit rate 0.95% among 340,000;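 active means maximum activity change below -70%; inconclusive means maximum activity change from -70% to -50%; inactive means maximum activity change above -50%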;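 further: thallium influx rate constant from kinetic fluorescence after stimulation buffer; on the % scale 0 is the no-effect control and ±100 the full control effect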
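Normalized rate constant (relative to positive and negative DMSO controls) derived from a 2 min kinetic fluorescence read after stimulation; U2OS cells expressing the 3.1 isoform via virus at 1.77 x 10^8 /mL.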
RORg inh = ROR gamma (mouse) transcription inhibition. P51450. hit rate 5.4% among 310,000. Drosophila S2 Gal4-RORgamma UAS-luciferase reporter, 20 h. AID 2551. Potency, µM (doses to about 53.6 µM), inactives show top-dose activity change, negative = inhibition, hits mostly inhibitors; further: potency means the concentration at half of the fitted maximal effect; on the % scale 0 is the no-effect control and ±100 the full control effect; nearly all actives have a fitted effect of over 60% in size
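Compounds are pin-transferred onto Drosophila Schneider cells expressing a copper-inducible Gal4–ROR gamma transactivation domain fusion. After 1 hr, copper sulfate is added to 700 uM final; luciferase is read 20 hr later.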
uPA surface inh = cell surface uPA generation inhibition; cell surface uPA generation assay, qHTS; Potency, µM (highest dose often 38.3 µM), without a hit: top-dose activity change, negative = inhibition, actives largely listed as inhibitors; hit rate 0.31% among 330,000; active means well fitted inhibition curve with a large enough effect; inconclusive means small, poorly fitted or top-dose-only effect; inactive means no such curve, though single readings can be large or run the other way; tested in mouse RAW 264.7 cells; further: potency means the concentration at half of the fitted maximal effect; on the % scale 0 is the no-effect control and ±100 the full control effect; nearly all actives have a fitted effect of over 55% in size
Tb PFK inh = inhibitors of T. brucei phosphofructokinase. hit rate 0.17% among 330,000. AID 485367. O15648. T. brucei PFK, ADP-Glo luminescence. Potency, µM (titrated, usually from 57.5 µM), for the others: top-dose activity, negative = inhibition, actives largely listed as inhibitors;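 further: potency means the concentration at half of the fitted maximal effect; 0% = uninhibited 1x PFK enzyme wells and -100% = no-enzyme wells; nearly all actives have a fitted effect of over 60% in size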
Target sequence (O15648 whole entry, looked up): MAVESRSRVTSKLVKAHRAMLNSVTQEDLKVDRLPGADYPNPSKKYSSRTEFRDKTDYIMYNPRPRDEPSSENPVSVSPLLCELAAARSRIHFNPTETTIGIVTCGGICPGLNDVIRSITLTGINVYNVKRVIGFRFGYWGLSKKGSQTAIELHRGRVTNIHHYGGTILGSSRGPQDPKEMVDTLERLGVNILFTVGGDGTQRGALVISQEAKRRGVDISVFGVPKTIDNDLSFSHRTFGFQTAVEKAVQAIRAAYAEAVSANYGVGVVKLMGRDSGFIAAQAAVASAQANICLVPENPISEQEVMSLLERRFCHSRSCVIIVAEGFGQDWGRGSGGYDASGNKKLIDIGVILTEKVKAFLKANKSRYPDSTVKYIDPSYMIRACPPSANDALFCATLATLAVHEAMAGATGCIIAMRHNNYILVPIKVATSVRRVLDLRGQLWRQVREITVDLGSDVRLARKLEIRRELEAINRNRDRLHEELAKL
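1.25 nM PFK with 0.5 mM F6P and 0.1 mM ATP in 0.1 M TEA pH 8.0, 5 mM MgCl2, incubated 45 min at room temperature; ADP measured by ADP-Glo luminescence; compounds titrated up to 57 uM.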
* = called active by the depositor; ? = inconclusive; / = no result given; & = joins results of further samples; [ ] = another dose, or the depositor's remark. Unless noted, the call rests on the fitted dose curve; in most records, active means well fitted curve in the direction sought with a large enough effect; inconclusive means small, poorly fitted or top-dose-only effect, or another doubt; inactive means no such curve, though single readings can be large; an effect the other way counts as inactive or inconclusive.

Values in the order: RORg inh, FLuc counter, Giardia kill, Rab9 promoter act, NPC1 prom act, KCNH2 3.1 block, ELG1 genotoxic, FBPA coupling cs, uPA surface inh, Tb PFK inh, Gal4-VP16 FLuc
- Cc1c(C(=O)Nc2ccc3c(c2)OCCO3)sc2nc(-c3ccccc3)cn12
 : 53%, -17%, 0, -9%, -7%, -4, -11%, 1, -19%, 0%, -13%
- O=C(COc1ccccc1)Nc1nnc(-c2ccccc2)o1
 : 10µM*, 0%, -24, 3%, 1%, -1, 0%, -1, 6%, 2%, 10µM*
- COC(=O)c1ccc(OC(=O)CCN2C(=O)C3CCCCC3C2=O)cc1 (stereo not given)
 : 6%, -1%, 12, -2%, 1%, -4, -10%, 0, -10%, -2%, -4%
- O=C(NCCc1ccccc1)C(=O)NCC1CCCN1S(=O)(=O)c1ccccc1 (stereo not given)
 : /, -1%, 3, -6%, -21%, -5, -24%, /, ?, -2%, /
- C=CCn1nnnc1SCC(=O)Nc1cccc(C(F)(F)F)c1
 : 0%, 4%, -21, 3%, 2%, -7, 2%, /, 0%, -5%, -8%
- Cc1cc(C)c(CN2CCC(n3nccc3NC(=O)CCOc3ccccc3)CC2)cc1C
 : 2%, 1%, -10, 3%, -1%, -3, -3%, -2, -10%, 1%, -7%
- CCOC(=O)N1CCN(C(=O)c2ccc(N(Cc3ccc(Cl)cc3)S(C)(=O)=O)cc2)CC1
 : 72%, 16%, 2, -5%, -8%, 14, -7%, 1, -19%, 0%, -4%
- CCOc1ccc(N(C(=O)c2ccc3c(c2)OCO3)C2C=CS(=O)(=O)C2)cc1 (stereo not given)
 : 9%, -1%, -10, 0%, -3%, 0, -1%, 11, 7%, 4%, 3%
- CCC1CCCCN1CCCNC(=O)c1cn(C)c2ccc(S(=O)(=O)N(C)C3CCCCC3)cc2c1=O (stereo not given)
 : 22%, 2%&-4%, 61[activator], -5%, 2%, -4, 0%, -2, 0%, 0%, 9%
- CC(=O)Nc1ccc(S(=O)(=O)Oc2ccc(/C=C3\SC(N)=NC3=O)cc2)cc1
 : 1%, -2%, ?, -5%, -3%, 15, 1%, 0, 2%, 0%, 1%
- N=c1c(S(=O)(=O)c2ccc(Cl)cc2)cc2c(=O)n3ccccc3nc2n1Cc1ccco1
 : -10%, 1%, -9, -5%, -4%, 17, -5%, 2, 0%, 7%, -29%
- CCn1cc(C(=O)N[C@@H](CCSC)C(=O)NCCO)c(=O)c2cc3c(cc21)OCO3
 : 1%, 0%, -19, 2%, -5%, 0, 1%, 1, -2%, -4%, -2%
- Cc1ccc(S(=O)(=O)NCc2ccc(C(=O)NCCc3ccc(S(N)(=O)=O)cc3)cc2)cc1
 : -17%, 3%, -9, 7%, -5%, -2, -3%, 2, 8%, 10%, -3%
- Cc1ccc([C@@H]2CC=C(C(=O)O)[C@H](c3ccc(F)cc3)N2S(=O)(=O)c2ccccc2C)cc1
 : /, /, -25, /, /, -5, 1%, /, -3%, 0%, /
- Cc1cccc2sc(N(CCCN(C)C)C(=O)CCS(=O)(=O)c3ccccc3)nc12
 : 10µM*, 6%, -7, 0%, 1%, -8, -3%, /, ?, -13%, ?
- Cc1nc2ccn(Cc3ccccc3)c(=O)c2cc1C(=O)N1CCN(c2ccc(F)cc2)CC1
 : 19%, 6%&-2%, 2, -3%, -5%, -2, -9%, -3, -4%, -1%, -1%
- Cc1ccnc(N/C=C(/NC(=O)c2ccccc2)C(=O)NN)n1
 : -10%, -8%, -10, 4%, 5%, 5, -1%, -4, 1%, 1%, -13%
- Cc1onc(-c2c(Cl)cccc2Cl)c1C(=O)c1c[nH]c(C(=O)NCC2CCCO2)c1 (stereo not given)
 : 34%, -4%, 8, 1%, -6%, 0, -5%, -3, 11%, -5%, 9%
- c1ccc(CNc2ncnc3sc4c(c23)CCCC4)nc1
 : -22%, -15%, -5, 0%, -4%, -1, -4%, 0, -6%, -1%, 5%
- O=C(Nc1ccccc1)NC1CCN(CCCN2C(=O)c3ccccc3C2=O)CC1
 : -9%, 2%, 3, -3%, -1%, -10, 9%, 1, 9%, -5%, -18%
- CC1CCN(CCCNC(=O)C2CC(=O)N(CCc3ccccc3)C2)CC1 (stereo not given)
 : -18%, -1%, 27, -5%, -4%, 9, 1%, 1, -5%, 0%, 2%
- O=C(Nc1ccccc1)c1ccccc1OCc1cccc([N+](=O)[O-])c1
 : 9%, -1%, -4, -8%, 0%, 1, -5%, 0, -3%, 4%, 2%
- CCO[C@@H]1OC(C(=O)N2CCOCC2)=C[C@H](C)[C@H]1CCCO
 : 2%, -2%, 31[activator], 0%, 1%, -2, 2%, 6, -3%, -2%, 4%
- COc1ccc2c(C)cc(SCn3nnc4ccccc4c3=O)nc2c1
 : ?, 5%, -3, 3%, -4%, -26, 1%, 0, 6%, 8%, 4%
- CCOC(=O)Cc1csc(NC(=O)Nc2cccc(OC)c2)n1
 : 14%, 15µM*, -14, -1%, 13%, 0, -2%, 3, 31%[activator], -1%, -3%
- O=C(CCc1nnc2n(Cc3ccccc3Cl)c(=O)c3ccccc3n12)NCCCN1CCOCC1
 : -20%, 0%, 9, -4%, -1%, -41, 4%, /, 9%, 2%, -2%
- CCS(=O)(=O)C1=NN2C(=N)/C(=C\c3ccc(OS(=O)(=O)c4ccccc4)cc3)C(=O)N=C2S1
 : -9%, ?, -4, 2%, 1%, 15, 6%, /, -3%, ?, 1%
- CCOC(=O)C1=C(C)NC(=O)NC1c1ccc2c(c1)OCO2 (stereo not given)
 : 2%[0.365 µM], 14%, 4, -2%, 6%, -4, 1%, 2, 2%, 4%, /
- O=C(COc1ccccc1F)N1N=C(c2cccs2)CC1c1ccco1 (stereo not given)
 : /, -8%, -1, 1%, 1%, -4, -4%, /, -10%, -21%, /
- CCOCCCn1c(=S)[nH]c2cc(C(=O)N3CCC(C(N)=O)CC3)ccc2c1=O
 : -26%, 2%, 9, 7%, 1%, 9, 2%, 3, /, 2%, -3%
- Cc1ccc(S(=O)(=O)C(C#N)c2nc3ccccc3nc2N2CCC(C)CC2)cc1 (stereo not given)
 : 6%, 4%, -9, 0%, 0%, -12, -3%, 0, 1%, 0%, -2%
- CCOC(=O)C1CCCN(C(=O)c2cc3c(OC)c(OC)c(OC)cc3[nH]2)C1 (stereo not given)
 : 0%, 0%, 8, -6%, -2%, 2, 0%, 0, 2%, 0%, 3%
- COc1ccc(N2C(=O)c3cc4ccccc4cc3C2=O)cc1
 : -14%, 0%, ?, 1%, 23%, 11, -1%, 2, -4%, 1%, 4%
- Cc1cc(C)c2c(=O)[nH]c(SCc3ccccc3C)nc2n1
 : -9%, -12%, 20, -1%, -4%, 11, 0%, 3, 1%, -1%, 3%
- CCC(=O)OCc1cc(=O)oc2ccc3ccccc3c12
 : -10%, 0%, -7, -2%, 1%, 2, -1%, -1, -1%, 0%, 4%
- C=CCn1c(SCC(=O)NCC(c2ccccc2)N(C)C)nnc1C1CCCCC1 (stereo not given)
 : /, -2%, 10, -4%, 0%, -11, 4%, /, -3%, 0%, /
- O=C(Nc1ccnn1C1CCN(C(=O)c2ccc(Cl)cc2)CC1)C1CC1
 : 14%, 2%, 9, 12%, -2%, 2, 0%, /, -5%, -5%, -11%
- Fc1ccc(OCc2nnc(SCCN3CCOCC3)o2)cc1
 : 1%, 4%, -15, -1%, -4%, 2, 1%, 1, -1%, -7%, 4%
- COC(=O)c1sc(NC(=O)/C=C/c2ccccc2Cl)nc1C
 : ?, -11%, 4, -8%, 9%, 6, -16%, 0, 0%, 1%, -1%[10 µM]
- CC(CNC(=O)CCn1c(=O)c2cccn2c2ccc(F)cc21)c1ccccc1 (stereo not given)
 : 1%, 1%&-13%, -4, -5%, -2%, -2, -3%, /, 8%, 2%, -17%
- OC(COc1ccc(CN2CCSCC2)cc1)CN1CCCCC1 (stereo not given)
 : 16%, -2%, -8, -14%, 1%, 27, 0%, 4, 14%, -6%, 3%
- O=C(CCNC(=O)c1ccccc1Cl)NCCc1ccc(Cl)cc1
 : 24%, 0%, 10, 1%, -4%, 8, -3%, 1, 1%, -5%, 3%
- O=C(O)c1cccc(N2C(=O)C3CC=CCC3C2=O)c1 (stereo not given)
 : -42%, 1%, -22, -2%, -2%, -20, 1%, 4, 5%, 3%, 6%
- CC1(C)CC(=O)C2=C(C1)Nc1ccccc1NC2c1ccc(F)cc1 (stereo not given)
 : -5%, 10%, 1, -2%, -2%, 8, -7%, 3, -3%, -1%, -15%
- Cc1cc2ncn(/N=C/c3ccc([N+](=O)[O-])o3)c2cc1C
 : -19%, 3%, ?, 0%, -4%, 4, -1%, 0, ?, 0%, ?
- Oc1c(CNc2ccccc2)cc(COCc2ccccc2)c2cccnc12
 : /, 0%, ?, -15%, -14%, /, -1%, /, ?, -3%&11%, /
